# N370S GC: inhibits or activates N370S mutant glucocerebrosidase | P04062 | N370S GC spleen homogenate, 4MU-glucoside fluorescence | Potency, µM (series often up to 59.4 µM), inactives show top-dose activity change, negative = inhibition, hits mostly inhibitors | 0.092% of 330,000 active | AID 2101;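 further: 0% = full enzyme activity and -100% = no enzyme basal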
# FEN1 inhibitor: human FEN1 inhibition. 0.35% of 390,000 active. P39748. Potency, µM (top dose mostly 114 µM), for inactives: at the highest dose activity change, negative = inhibition, usual class: inhibitors. Recombinant FEN1 flap cleavage, fluorescence, 15 min. AID 588795; further: nearly all actives have a fitted effect of over 65% in size
# Target sequence (P39748 whole entry, looked up): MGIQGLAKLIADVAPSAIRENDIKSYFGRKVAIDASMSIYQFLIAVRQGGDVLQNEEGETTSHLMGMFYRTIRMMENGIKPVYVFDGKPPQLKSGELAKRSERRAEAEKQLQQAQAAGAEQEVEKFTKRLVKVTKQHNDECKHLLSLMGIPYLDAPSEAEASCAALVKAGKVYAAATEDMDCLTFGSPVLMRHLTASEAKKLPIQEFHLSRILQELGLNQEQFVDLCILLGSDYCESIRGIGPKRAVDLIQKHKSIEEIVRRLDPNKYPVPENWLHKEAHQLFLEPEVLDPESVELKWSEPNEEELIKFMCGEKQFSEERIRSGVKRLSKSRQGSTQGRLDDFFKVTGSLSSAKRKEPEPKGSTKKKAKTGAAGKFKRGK
#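 In this screen, 50 nM flap DNA substrate was added to 10 nM FEN1 pretreated with compound for 15 min at room temperature; cleavage was followed with reads at 0 and 15 min, and Hill fitting gave concentration–response parameters.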
# TDP1 cell CPT: growth inhibition of DT40 Tdp1-/-;hTDP1 cells with camptothecin (screen for TDP1 inhibitors); chicken DT40 Tdp1-/-;hTDP1 cells + 20 nM CPT, ATP luminescence, 48 h; Potency, µM (doses to about 46.2 µM), inactives show at the highest dose activity change, negative = growth inhibition, usual class: inhibitors; 12% of 420,000 active; AID 686979; further: nearly all actives have a fitted effect of over 55% in size
#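 Chicken DT40 Tdp1-/- cells complemented with human TDP1, 400 cells/well, exposed to compounds plus 20 nM camptothecin for at least 48 h at 37 C; viability read as ATP content by CellTiter-Glo luminescence.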
# * hit, by the source's call; ? = inconclusive; . = no result given; & = joins results of further samples; [ ] = remark or other dose. The call rests on the fitted dose curve; in most records, active means well fitted curve in the direction sought with a large enough effect; inconclusive means small, poorly fitted or top-dose-only effect, or another doubt; inactive means no such curve, though single readings can be large; an effect the other way counts as inactive or inconclusive. Unless noted, on the % scale 0 is the no-effect control and ±100 the full control effect; potency means the concentration at half of the fitted maximal effect. The list is partial. The share of hits here may be higher or lower than overall.
molecule | N370S GC | FEN1 inhibitor | TDP1 cell CPT
CCOc1ccc(C(=O)Nc2nnc(SCc3cc(=O)c4cc(C)ccc4[nH]3)s2)cc1 | . | -2% | -26%
CCc1cc(-c2n[nH]c(=S)n2-c2cccc(C)c2)cs1 | 14% | 7% | -12%
CCOC(=O)c1c(C)[nH]c2ccc3c(c12)CN1CCc2cc(OC)ccc2[C@@H]1O3 | -11% | . | 8.4µM*
CCN1CCN(c2cc(C)c3cc(NC(=O)c4ccccc4F)ccc3n2)CC1 | ? | 6% | ?
COc1ccc(S(=O)(=O)NCCc2cn3nc(C)c(C)nc3n2)cc1C | ? | -1% | -9%
N#Cc1cccc(-c2ccc3ncnc(NCc4ccccc4)c3c2)c1 | 22% | . | ?
O=C(Nc1ccc(C(F)(F)F)cc1)c1csc(-c2ccncc2)n1 | -2% | -18% | -10%
O=C(NN1C(=O)c2ccccc2NC1c1ccoc1)c1ccc([N+](=O)[O-])cc1 (configuration not stated) | -10% | -10% | -17%
Cc1cc(Nc2ccccc2)nn1C(=O)c1ccc([N+](=O)[O-])cc1 | -5% | -19% | 0%
CCOc1ccccc1NC1=NCC(=O)N1Cc1ccc(F)cc1 | 3% | -6% | -8%
Cc1cnc(C(=O)N2CCN(S(=O)(=O)c3cccc(Br)c3)CC2)cn1 | . | -6% | -28%
S=C(NCc1ccccn1)Nc1ccccc1Cl | 2% | 2% | ?
COc1ccc2nc(NC(=O)CCN3C(=O)c4ccccc4C3=O)sc2c1 | 5% | 0% | -6%
CCC(=O)N1CCc2cc(S(=O)(=O)NCCC(=O)Nc3ccc(N(CC)CC)cc3C)ccc21 | . | -12% | ?
CCC(=O)n1nc(NCc2ccccc2OC)nc1NCc1ccccc1OC | 7% | -11% | ?
CCc1ccc(NC(=S)N2CCC(NC(=O)C3CCCCC3)CC2)cc1 | -12% | 2% | 4%
COc1ccc(NC(=O)c2cc(-c3ccccn3)nc3c(C)cc(C)cc23)c(C)c1 | 3% | 15% | ?
CCOC(=O)c1c(NC(=S)NC(=O)c2ccc(Cn3cc(Cl)cn3)o2)sc2c1CCCCC2 | -3% | -5% | ?
O=C(CSc1nc2ccsc2c(=O)n1Cc1ccccc1)NCc1ccco1 | 0% | -17% | ?
CCCc1cc(C(=O)Nc2cc(OC)c(Cl)cc2OC)no1 | 8% | -6% | 19%
CCOC(=O)N1CCC(NC(=O)c2ccc3c(c2)N(Cc2ccc(Cl)cc2)C(=O)c2ccccc2S3=O)CC1 (configuration not stated) | . | 8% | ?
Clc1ccc(CSc2nnc([C@@H]3CCCN3)o2)cc1 | -7% | -2% | -13%
COc1ccc(C(C#N)N2CCC(c3ccccc3)=N2)cc1OC (configuration not stated) | 5% | 6% | -18%
O=C1CC(N2CCOCC2)=NN1c1ccc([N+](=O)[O-])cc1 | 13% | 10% | ?
CC(=O)Nc1ccc(S(=O)(=O)N2CCSC2c2ccco2)cc1 (configuration not stated) | 0% | 0% | -4%
N#Cc1c(F)cccc1N1CCOCC1 | 7% | 0% | 1%
CCOc1ccc(S(=O)(=O)N2CC(=O)Nc3ccccc32)cc1C#N | -23% | -8% | -15%
COc1cc(C(=O)NCC2CCCCC2)cc(OC)c1OC | 2% | -1% | ?
Cc1sc2ncnc(N3CCC(C(=O)Nc4ccc(S(N)(=O)=O)cc4)CC3)c2c1C | . | -24% | ?
CC1(C(=O)Nc2ccc3c(c2)OCO3)CC1(Cl)Cl (configuration not stated) | 0% | -12% | -2%
O=C(O)C1CCC(=O)N(C2CCCCC2)C1c1ccccc1 (configuration not stated) | 1% | -9% | 2%
CC(/C=C/c1ccc2c(c1)OCO2)=N\NC(=O)c1cccc([N+](=O)[O-])c1 | 7% | -4% | 21µM*
CCCn1c(N)c(C(=O)COC(=O)CNC(=O)c2ccccc2OCC)c(=O)[nH]c1=O | . | 18% | -11%
Cc1ccc(-c2csc3ncnc(Cl)c23)cc1 | 4% | 2% | -28%
O=C(NC(=S)Nc1cc(-c2nc3ccccc3[nH]2)ccc1Cl)c1ccc2c(c1)OCO2 | -18% | 1% | 5.2µM*
CCOC(=O)C1=C(C)Nc2ncnn2C1c1ccc2c(c1)OCO2 (configuration not stated) | 1% | 1% | -9%
Cc1cc(NC(=O)c2cc([N+](=O)[O-])cc([N+](=O)[O-])c2)no1 | 3% | -3% | ?
CC(=O)Nc1cccc(-c2cnc(N)c(C(=O)c3cccnc3)n2)c1 | . | -21% | 8.2µM*
C=CC1=C(C)C2=NC1=CC1=NC(=CC3=NC(=CC4=NC(=C2)C(C)=C4CCC(=O)O)C(CCC(=O)O)=C3C)C(C=C)=C1C.[Zn] | -17% | . | ?
O=C(CCN1C(=O)c2ccccc2C1=O)CN1CCOCC1 | -10% | 0% | 7%
COC(=O)c1c(-c2ccc(F)cc2)csc1NC(=O)c1ccco1 | -5% | -7% | -6%
CCn1c(Cn2nnc(-c3ccccc3)n2)nnc1SCc1ccc(Cl)c(Cl)c1 | ? | -10% | 21µM*
COc1ccc(C(N)=S)c(OC)c1 | 17% | 3% | -13%
Cc1ccc(OCCSc2nnc(NC(=O)c3ccco3)s2)cc1 | -2% | 8% | ?
CC[C@H](C)[C@H]1CNC(=S)N1CC1CCN(CCC(C)(C)C)CC1 | . | 3% | -5%
COc1ccc(C2c3c(ccc4ccccc34)Oc3ncn4nc(-c5ccco5)nc4c32)cc1OC (configuration not stated) | 6% | 0% | -22%
Oc1cc2ccccc2cc1-c1n[nH]c(=S)o1 | -3% | 5% | -22%
Cn1nnnc1SCCCNCc1ccc(-c2cccc(Cl)c2)o1 | . | 4% | ?
Cc1ccc(S(=O)(=O)N2CCOCC2)cc1C(=O)NC1CCCC1 | -4% | 2% | 0%
CCN(CC)CCN1c2ccccc2Sc2ccc3ccccc3c21 | -7% | -22% | -17%
CC(C)NC(=O)NNC(=O)c1nn(-c2ccc(F)cc2)ccc1=O | 3% | 4% | 13%
COc1cc(C(c2c(C)[nH][nH]c2=O)c2c(C)[nH][nH]c2=O)cc(Br)c1OC | -14% | -7% | -5%
COc1cccc(NC(=O)CN2C(=O)NC3(CCCC3)C2=O)c1 | 1% | 1% | 3%
CCC(C(=O)NCc1ccc(C)o1)n1nc(C)c2c(C)n(-c3ccccc3)nc2c1=O (configuration not stated) | -10% | -9% | -13%
CCN(Cc1ccccc1)S(=O)(=O)c1nc2nc(C)c(C)c(C)n2n1 | 28% | -7% | -6%
O=C(Cn1cc(C(=O)c2cccs2)c2ccccc21)NCc1ccc2c(c1)OCO2 | -15% | -18% | ?
O=C(CCNC(=O)c1ccc(Br)cc1)NCc1ccccn1 | -2% | 7% | -2%
COc1cccc(-c2c(-c3cc(OC)cc(OC)c3)n(C)c3ccc(-c4ccc5cc[nH]c5c4)cc23)c1 | . | 16% | 18µM*
COc1ccccc1CNC(=O)CSC(=S)N1CCCC1 | 2% | 6% | -19%
CCOC1=NS(=O)(=O)c2ccccc21 | 3% | -3% | 6%

# An excerpt of these results, as labelled records:
structure: O=C(CSc1nc2ccsc2c(=O)n1Cc1ccccc1)NCc1ccco1
- N370S GC: 0%
- FEN1 inhibitor: -17%
- TDP1 cell CPT: ?

structure: CCc1ccc(NC(=S)N2CCC(NC(=O)C3CCCCC3)CC2)cc1
- N370S GC: -12%
- FEN1 inhibitor: 2%
- TDP1 cell CPT: 4%

structure: CCOc1ccc(C(=O)Nc2nnc(SCc3cc(=O)c4cc(C)ccc4[nH]3)s2)cc1
- N370S GC: .
- FEN1 inhibitor: -2%
- TDP1 cell CPT: -26%

# The list goes on:
molecule | N370S GC | FEN1 inhibitor | TDP1 cell CPT
O=C(Nc1ccccc1)Nc1nnc(SCc2ccc(Cl)cc2)s1 | 17% | -4% | ?
COc1ccc(NC(=O)c2c(-c3ccccc3Cl)noc2C)c(OC)c1 | 7% | -8% | ?
CCOC(=O)N1CCN(C(=O)c2cc3c(=O)n(C)c4ccccc4c3n2C)CC1 | -28% | 18% | 21µM*
Cc1cc2c(c(=O)o1)C(Cc1ccccc1)C(C#N)=C(N)O2 (configuration not stated) | -5%[12.8 µM] | -3% | -1%
CN(C)S(=O)(=O)c1ccc(Cl)c(NC(=O)CN2CCCC2)c1 | -5% | 10% | 3%
C[C@]12c3[nH]c4cc(-c5ccco5)ccc4c3CCN1C(=O)[C@@H](CC(=O)NCc1ccco1)C[C@@H]2C(=O)N1CCCCC1 | . | ? | ?
CCOc1ccc(/C=N/NC(=O)COc2ccccc2-c2ccccc2)cc1 | 14%[12.8 µM] | -23% | 18µM*
Cc1ccc(-c2noc(-c3ccc(N4CCCC4)c([N+](=O)[O-])c3)n2)cc1 | . | 20% | ?
COc1ccc2oc(C)c(C(=O)c3ccc(C)cc3)c2c1 | 5% | -20% | -11%
COCCn1c(C)cc(C(=O)CN2c3cccc4cccc(c34)S2(=O)=O)c1C | . | -3% | 9%
Oc1cc(O)c2c(c1)OC(c1ccc(O)c(O)c1)C(O)C2 (configuration not stated) | -15%&-7% | 15% | -18%
CC(=O)Nc1cccc(C(=O)NCCc2ccco2)c1 | -5% | -17% | 26%
CCC1(c2ccccc2)NC(=O)N(CC(=O)N(CC(=O)Nc2ccccc2C(F)(F)F)Cc2ccco2)C1=O (configuration not stated) | -11% | -4% | -11%
CN(C)Cc1c(-c2ccc(Cl)cc2)nc2ccc(Cl)cn12 | -8% | -20% | ?
CCc1ccc(Nc2nnc(SCC(=O)Nc3cccnc3Cl)s2)cc1 | -1% | -8% | -6%

# Next results
# Values run as follows: N370S GC, FEN1 inhibitor, TDP1 cell CPT
CCN(CCCNC(=O)c1nn(-c2ccc(OC)cc2)c(=O)c2c1c1ccccc1n2C)c1ccccc1
 : ., -4%, -23%
O=C(O)C/C(=C\c1ccc2c(c1)OCO2)c1nc2ccccc2s1
 : 0%, -2%, 7%
COc1cccc(-c2nn(-c3ccccc3)cc2CN2CCCO2)c1
 : 13%, 3%, 12%
O=C(Cn1ncn2nc(-c3cccs3)cc2c1=O)NCc1ccccc1Cl
 : ., 15%, -23%
Cc1ccccc1-c1cccc([C@@H]2C[C@H]3CN(Cc4cccnc4)C(=O)[C@]34CCCN24)c1
 : 1%, 8%, 23µM*
NC(=O)N(CCC(=O)O)c1ccccc1
 : -2%, -1%, -1%
Cc1ccc(C2(SCC(N)C(=O)O)c3ccccc3-c3ccccc32)cc1 (configuration not stated)
 : ., 13%, -13%
COc1cc2c(cc1OC)C(COc1ccccc1OC)N(C(=O)CC(C)C)CC2 (configuration not stated)
 : ., -19%, ?
COc1ccc(CC(=O)Nc2ccc(C)cc2O)cc1S(=O)(=O)N1CCOCC1
 : -2%, 2%, -9%
CSc1ccc(C(c2c(C)[nH][nH]c2=O)c2c(C)[nH][nH]c2=O)cc1
 : -20%, -10%, ?
Cc1nnc(SCC(=O)N2CCC(C(N)=O)CC2)s1
 : -4%, -2%, -4%
CCc1ccc2nc(N(CCCN(C)C)C(=O)c3ccc(S(=O)(=O)N4CCc5ccccc5C4)cc3)sc2c1
 : ?, -3%, 5.2µM*
Cc1nnn(C23CC4CC(CC(C(=O)NN)(C4)C2)C3)n1
 : -19%, -2%, 11%
O=C(COC(=O)CCOc1ccccc1)Nc1ccc(Cl)cn1
 : -3%, -12%, -15%
CCC(C)N(C(=O)COc1ccccc1C(=O)NCc1ccccc1)C1CCS(=O)(=O)C1 (configuration not stated)
 : 1%, -4%, 6%
COc1cc2c(cc1OC)C(c1ccccc1F)NCC2 (configuration not stated)
 : 0%, 0%, -13%
COc1ccccc1/C=C/c1onc(C)c1S(=O)(=O)N1CCC(C(=O)NC2CCCCCC2)CC1
 : 1%, 16%, ?
CCOC(=O)C(=CNc1cc(Cl)c(-c2ccco2)c(Cl)c1)C(=O)OCC
 : 3%, 0%, 18µM*
COc1ccc(C(=O)N/N=C/c2ccc(OC)c(CN3CCN(c4ccc(F)cc4)CC3)c2)cc1
 : 8%, 6%, ?
CCc1ccc(/C=N/NC(=O)c2c[nH]c3ccccc23)s1
 : 26%, -14%, 21µM*
Cc1ccc(N(C(=O)c2csnn2)C(C(=O)NC(C)(C)C)c2ccncc2)cc1 (configuration not stated)
 : 0%, -2%, -20%
O=C(CS(=O)(=O)c1ccc(F)cc1)N1CCN(c2ccccc2)CC1
 : -2%, -2%, -13%
COc1cccc(NC(=O)c2cccnn2)c1
 : -11%, -6%, 5%
O=C(COc1ccccc1[N+](=O)[O-])N(Cc1cccc(Br)c1)C1CCS(=O)(=O)C1 (configuration not stated)
 : 1%, 13%, ?
COCCCNC(=O)CSc1nc2cc3c(cc2c(=O)n1CCCC(=O)NCc1ccc2c(c1)OCO2)OCO3
 : ., 18%, -4%
CCC(CC)C(=O)Nc1ccc([N+](=O)[O-])cn1
 : 8%, -13%, 0%
CC(C)Oc1ccc(C(=O)Nc2ccccc2N2CCCC2)cc1
 : 9%, 3%, ?
COCCOc1ccc(C(F)(F)F)cc1Nc1nc2ccccc2o1
 : -2%, -12%, ?

# Screening results as filed in PubChem.
